Screens (PubChem BioAssay)
hcDAF12 agonist: H. contortus DAF-12 nuclear receptor activators, primary screen, cell-based, luminescence, HEK293, lit1-tk-luc reporter; HEK293 hcDAF-12 lit1-tk-luc reporter; 0% DMSO, 100% Δ7-dafachronic acid; activation, % at 6.8 µM; hit rate 1.4% among 370,000; AID 652067, 2013;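 active = activation above the mean of all tested compounds plus 3 SD, cut at about 5.5% in these data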;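 also: 100% = response to 3 µM Δ7-dafachronic acid high control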
DAX1 inh-1: DAX1 (NR0B1) inhibitors on StAR promoter, primary screen, cell-based, luminescence, SF-1 (NR5A1), full-length DAX-1. HEK293T StAR-luciferase reporter, SF-1/DAX-1 repression relief. AID 652010, 2013. inhibition, % at 6.8 µM. hit rate 1.1% among 370,000;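 active = inhibition above the mean over all tested compounds plus 3 SD, cut at about 3.6% in these data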;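 also: 0% = DAX-1 cells with DMSO and 100% = cells lacking DAX-1 with DMSO; higher inhibition means more luminescence from relief of DAX-1 repression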
NPR2 activator: human GC-B receptor activators, primary screen, HEK293 GC-B cells, cGMP TR-FRET, EC30 CNP; 0% at EC30 CNP, 100% saturating CNP; activation, % at 10 µM; hit rate 0.11% among 370,000;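 active = activation at 10 µM reaching about 35% in either raw or pattern-adjusted values, limit read from the data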
GC-A act: GC-A stimulated cGMP production enhancers – HEK293 GC-A cells, cGMP TR-FRET, EC30 ANP, primary screen. hit rate 0.14% among 370,000. activation, % at 10 µM. AID 1671463, 2021. 0% at EC30 ANP, 100% saturating ANP; in the data active = activation above about 40%
ssDAF12 agonist: S. stercoralis DAF-12 nuclear receptor activators, primary screen, cell-based, luminescence, HEK293, GRIP1 co-expression, lit1-tk-luc; AID 652126, 2013; hit rate 1% among 370,000; activation, % at 6.8 µM; Nuclear hormone receptor DAF-12 (Strongyloides stercoralis); HEK293 ssDAF-12/GRIP1 lit1-tk-luc reporter; % of 3 µM dafachronic acid response;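 active = activation above the mean over all tested compounds plus 3 SD, cut at about 0.9% in these data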;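 also: 0% = DMSO-only wells and 100% = 3 µM delta7-dafachronic acid wells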
FXN GAA850 act: FXN promoter activators, primary screen, cell-based, luciferase luminescence, HEK293 lucGAA850. hit rate 0.56% among 360,000. HEK293 lucGAA850 FXN promoter luciferase reporter, 24 h; percent of 10 µM SAHA response. activation, % at 6 µM;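 active = activation above the average of all compounds screened plus 3 SD, cutoff fixed separately per campaign, cut at about 7.5% in these data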;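 also: 0% = DMSO wells and 100% = 10 µM SAHA wells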
DAX1 inh-2: DAX1 (NR0B1) inhibitors, primary screen, cell-based, HEK293, Gal4-DAX1, luciferase luminescence; Nuclear receptor subfamily 0 group B member 1 (Homo sapiens), P51843; HEK293 Gal4-DAX1 luciferase reporter; inhibition, % at 6.75 µM; hit rate 0.99% among 340,000; AID 504766, 2011;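 active = inhibition above the mean over all tested compounds plus 3 SD, cut at about 4.2% in these data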;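 also: 0% = DAX1-transfected cells with DMSO and 100% = empty-vector control cells with DMSO; inhibition shows as a rise in luminescence from relieved DAX1 repression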
Target sequence (P51843 207-470 limits assumed): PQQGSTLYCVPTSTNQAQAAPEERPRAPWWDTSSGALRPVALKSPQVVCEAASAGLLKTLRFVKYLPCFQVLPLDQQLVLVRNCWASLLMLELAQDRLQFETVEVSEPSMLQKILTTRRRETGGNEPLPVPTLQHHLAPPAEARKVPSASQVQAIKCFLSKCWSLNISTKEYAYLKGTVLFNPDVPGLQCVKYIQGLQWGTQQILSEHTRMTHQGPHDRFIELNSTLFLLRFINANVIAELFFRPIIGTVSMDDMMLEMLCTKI
SMARCA2 act: SMARCA2 (BRM) function activators, primary screen, cell-based, luminescence, high throughput; AID 652017, 2013; activation, % at 9.1 µM; MG213 cells, MMTV-luciferase reporter, dexamethasone, overnight; hit rate 1% among 370,000; in the data active = activation above about 7.8%;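 also: 0% = vehicle wells and 100% = reference activator wells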
sPLA2-III inh: human group III sPLA2 inhibitors, primary screen, biochemical, QFRET, BODIPY PC-A2 liposome substrate. Group 3 secretory phospholipase A2 (Homo sapiens), Q9NZ20. hit rate 0.56% among 370,000. AID 743126, 2013. QFRET BODIPY PC-A2 liposome hydrolysis, fluorescence. inhibition, % at 12.2 µM;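 active = inhibition above mean plus 3 SD of compounds lying within the high and low control bounds, cut at about 19% in these data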;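 also: 0% = median of test compound wells and 100% = no enzyme DMSO wells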
ADAM10 inh: human ADAM10 inhibitors, primary screen, biochemical, QFRET, HTS | inhibition, % at 7 µM | hit rate 0.62% among 370,000 | recombinant ADAM10, EDANS/DABCYL FRET peptide cleavage, 3 h;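 active = inhibition above a per-campaign cutoff equal to the mean of compounds falling between control-based bounds plus 3 SD, cut at about 20% in these data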;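 also: 0% = DMSO wells while the 100% control is not disclosed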
Target sequence (O14672 214-748 limits assumed): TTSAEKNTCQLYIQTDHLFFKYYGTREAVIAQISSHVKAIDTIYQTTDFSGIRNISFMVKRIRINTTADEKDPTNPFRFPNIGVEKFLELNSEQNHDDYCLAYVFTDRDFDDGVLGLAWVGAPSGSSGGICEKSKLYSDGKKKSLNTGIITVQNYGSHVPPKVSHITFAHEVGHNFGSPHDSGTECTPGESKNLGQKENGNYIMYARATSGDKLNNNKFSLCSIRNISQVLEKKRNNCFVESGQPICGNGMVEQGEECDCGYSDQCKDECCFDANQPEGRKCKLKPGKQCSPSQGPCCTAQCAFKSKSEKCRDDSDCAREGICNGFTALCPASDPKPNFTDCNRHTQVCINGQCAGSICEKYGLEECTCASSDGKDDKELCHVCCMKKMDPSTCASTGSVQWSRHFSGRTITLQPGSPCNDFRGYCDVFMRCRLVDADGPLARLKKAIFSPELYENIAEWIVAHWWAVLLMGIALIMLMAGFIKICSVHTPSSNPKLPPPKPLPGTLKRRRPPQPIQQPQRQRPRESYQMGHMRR
hgDAF-12 ag: H. glycines DAF-12 receptor agonists, primary screen, cell-based, luminescence, HEK293, GAL4 fusion, UAS-luciferase | Nuclear hormone receptor DAF-12 (Heterodera glycines), GAL4 fusion | HEK293 GAL4-hgDAF12 UAS-luciferase reporter, agonist luminescence; normalized to butyrate control | activation, % at 6.8 µM | hit rate 1.8% among 370,000 | AID 687014, 2013;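 active = activation above a cutoff set at the mean of all screened compounds plus 3 SD, cut at about 10% in these data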;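 also: 0% = DMSO wells and 100% = sodium butyrate wells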
Starred values were filed as active, the others as inactive; nt = not tested or not shown.

SMILES	hcDAF12 agonist	DAX1 inh-1	NPR2 activator	GC-A act	ssDAF12 agonist	FXN GAA850 act	DAX1 inh-2	SMARCA2 act	sPLA2-III inh	ADAM10 inh	hgDAF-12 ag
CCN1C(=O)[C@H]2[C@@H](c3ccc(-c4ccc(F)cc4)cc3)N[C@@](Cc3ccccc3)(C(=O)OC)[C@H]2C1=O	-2.2	-0.1	-4	-2	-1.8	-3.2	1.4	0	-14	14	-1.0
CCCn1c(=S)[nH]c2cc(C(=O)NCC3CCCO3)ccc2c1=O (stereo not given)	-1.3	0.0	9	19	-1.3	-2.6	-0.5	-5	13	-13	-2.1
Cc1n[nH]c(=O)c2c(NC(=O)CSc3ncccn3)oc(C)c12	-0.5	1.7	3	4	-1.0	-0.3	1.0	0	4	-11	0.7
C=CCOC(=O)C1=C[C@H](C2CC2)[C@@H](CCCO)[C@H](OCC)O1	-1.9	-0.3	2	0	-0.6	-1.4	0.8	-1	3	-1	-0.3
C=C[C@H]1C(C(=O)OCC)=CC[C@@H](c2ccccc2)N1S(=O)(=O)c1ccc(C)cc1	-0.9	-1.2	-3	0	-0.7	nt	nt	-3	0	28*	-3.0
Cc1ccc(NC(=O)CN(c2ccccc2)S(=O)(=O)N(C)C)cc1	-1.0	-0.4	4	-6	-0.6	1.5	-1.2	-2	9	-4	0.0
O=C(NCCCN1CCN(c2ccccc2F)CC1)C1CC(=O)N(C2CCCC2)C1 (stereo not given)	0.4	0.5	-3	2	-1.6	-0.6	-0.7	6	-1	3	1.0
CC(Oc1ccc(Cl)cc1Cl)C(=O)Nc1ccc(O)cc1 (stereo not given)	-2.4	-0.4	3	3	-1.4	0.2	0.1	-5	-25	6	-3.7
O=[N+]([O-])c1ccccc1/C=C/CN1CCCC(CO)C1 (stereo not given)	1.5	-0.2	8	0	-0.9	1.5	1.1	0	4	-7	0.0
Cc1ccc(-c2c(C)n([O-])c3c([n+]2=O)CCC3)o1	0.8	0.5	9	-2	-1.0	0.5	0.8	1	-4	5	-1.3
N#Cc1ccccc1OCC(=O)OCC(=O)c1ccc2c(c1)NC(=O)CO2	1.6	-0.1	-2	-3	-0.5	0.1	-0.9	-4	1	-5	2.5
COc1ccc(CNC(=O)CCSc2nc(-c3ccc4c(c3)OCO4)cc(C(F)(F)F)n2)cc1	-0.7	0.0	-7	1	-0.9	-0.5	-0.2	-5	5	-30	-1.8
Cc1c(C(=O)N2C[C@@H](C)O[C@@H](C)C2)oc2c(F)cccc12	3.0	0.4	3	-1	-0.3	1.7	1.6	3	5	-5	7.9
O=[N+]([O-])c1ccccc1S(=O)(=O)N1CCCCC1	-3.9	-0.2	6	-5	-0.7	0.8	0.0	1	0	1	0.0
Cc1ccc(SCC(=O)Nc2cccc(C(=O)NC(C)(C)C)c2)cc1	-1.2	-0.5	7	4	-1.7	2.2	1.6	0	5	2	1.2
O=C(CCC(=O)Nc1ccc(F)cc1)N/N=C/c1cc([N+](=O)[O-])ccc1O	-1.1	-0.2	1	0	-1.6	-0.4	0.8	1	1	17	-0.1
COc1cc(SC)ccc1C(=O)Nc1c(Cl)cncc1Cl	-1.8	-0.4	-4	-5	-1.6	-0.4	-0.2	-2	-2	4	1.9
Cn1nnnc1SCC(=O)N1CCN(c2ccccc2)CC1	-0.2	0.4	-4	-2	-1.1	-0.8	0.6	1	2	-5	0.3
Cc1cc(Br)c2c(c1)C1(OCCO1)C(=O)N2	2.2	-0.2	4	3	-0.4	1.4	0.5	-1	-3	-6	-1.5
CCCSC1C(C)=C(C)C(=O)N1Cc1ccccc1 (stereo not given)	0.1	-0.5	-8	-6	-1.4	-0.1	0.4	-3	8	5	-0.3
S=C(Nc1ccccc1)N1CCN(c2ccccc2)CC1	0.6	-0.5	7	2	-0.9	-0.1	-1.1	1	7	0	0.3
COCc1cc(C)nc(SCC(=O)Nc2ccc3c(c2)OCCO3)c1C#N	-1.9	-0.6	0	0	-0.8	2.5	0.6	4	1	0	2.3
O=C(NCCN1CCOCC1)c1cc2sccc2n1Cc1ccc(Cl)cc1	-2.0	-0.8	-13	10	-1.6	1.8	-0.5	2	-5	8	0.8
CC(=O)Nc1ccccc1C(=O)C(=O)Nc1cccc(F)c1	2.5	0.7	6	2	0.3	2.4	0.6	3	2	3	4.8
O=C(NCCSCc1ccccc1)c1ccc(C2SCC(=O)N2Cc2ccccc2)cc1 (stereo not given)	-2.8	-0.7	2	-4	-2.3	1.4	-0.4	-6	-13	12	-3.5

Next part, overlapping the part above by five compounds.
SMILES	hcDAF12 agonist	DAX1 inh-1	NPR2 activator	GC-A act	ssDAF12 agonist	FXN GAA850 act	DAX1 inh-2	SMARCA2 act	sPLA2-III inh	ADAM10 inh	hgDAF-12 ag
S=C(Nc1ccccc1)N1CCN(c2ccccc2)CC1	0.6	-0.5	7	2	-0.9	-0.1	-1.1	1	7	0	0.3
COCc1cc(C)nc(SCC(=O)Nc2ccc3c(c2)OCCO3)c1C#N	-1.9	-0.6	0	0	-0.8	2.5	0.6	4	1	0	2.3
O=C(NCCN1CCOCC1)c1cc2sccc2n1Cc1ccc(Cl)cc1	-2.0	-0.8	-13	10	-1.6	1.8	-0.5	2	-5	8	0.8
CC(=O)Nc1ccccc1C(=O)C(=O)Nc1cccc(F)c1	2.5	0.7	6	2	0.3	2.4	0.6	3	2	3	4.8
O=C(NCCSCc1ccccc1)c1ccc(C2SCC(=O)N2Cc2ccccc2)cc1 (stereo not given)	-2.8	-0.7	2	-4	-2.3	1.4	-0.4	-6	-13	12	-3.5
Cc1cccc(Cc2nnc(CCC(=O)NCc3cnc4ccccn34)o2)c1	-1.2	-0.4	1	4	-0.4	-0.5	1.3	-5	10	-29	0.7
C#CCNC(=O)C[C@@H]1C[C@@]2(C(=O)OC)CC(C)(C)CC=C2N(Cc2ccco2)C1=O	-1.8	0.7	0	-2	-1.1	nt	nt	-2	-2	-8	-3.3
COc1ccc(NC(=O)c2ccccc2OCc2c(C)noc2C)cc1OC	-1.3	-0.7	7	2	-1.2	0.7	0.7	-1	-5	-5	1.5
CN(CC(=O)NC(=O)NCc1ccccc1)Cc1ccc(Cl)cc1	-2.5	-0.6	0	1	-1.0	1.6	0.1	-3	5	-2	-0.8
CCC(C)NC(=O)[C@H]1N2C(=O)c3c(ccc(OC)c3OC)C2SC1(C)C (stereo not given in full)	-1.1	0.1	1	5	-0.9	-0.5	0.4	-3	12	-52	0.3
COc1ccc(C(c2nnnn2C2CCCC2)N2CCC(C(N)=O)CC2)c(OC)c1 (stereo not given)	-1.4	-0.5	-5	-3	-0.9	1.9	-0.2	-2	1	1	-2.5
COc1cc(C)ccc1OCCOc1c(Cl)cc(Cl)cc1Cl	-0.5	0.1	-4	-2	-1.3	0.0	0.3	0	5	-7	1.0
CCCn1c(SCC(=O)N2CCc3ccccc3C2)nc2c1c(=O)n(C)c(=O)n2C	-0.1	-0.1	-3	-3	-1.0	-1.2	0.1	-2	2	13	-1.1
Cc1ccccc1N1C(=O)C2C3C=CC(CC3)C2C1=O (stereo not given)	0.3	-0.1	0	0	-0.9	-0.9	-0.5	-4	2	-3	-0.9
O=C(O)c1ccc(NS(=O)(=O)c2cc(Cl)ccc2Cl)cc1O	-0.3	-0.1	4	3	-1.1	2.0	0.1	0	3	3	1.0
Nc1c(NCCN2CCCCC2)c2ccccc2oc1=O	0.8	0.9	3	4	-0.2	0.5	-1.0	3	10	-21	3.0
COc1ccc(CCNc2ncnc3c2nnn3Cc2ccccc2)cc1OC	-2.5	0.0	-3	-1	-1.2	0.8	-1.1	1	2	2	-2.6
COc1ccccc1C(=O)NCCC(=O)NCCOc1ccccc1	-1.3	1.7	3	2	-0.9	0.4	-0.8	-2	8	-5	-0.7
Cc1[nH]c2ccccc2c1C(O)c1ccncc1 (stereo not given)	3.0	0.9	-1	-9	0.7	-1.0	-0.2	-1	0	-5	1.2
CCOC(=O)c1sc(NC(=O)CN2CCN(c3ccc(OC)cc3)CC2)nc1C	-2.6	-0.6	7	-2	1.8*	0.6	-1.3	0	2	-7	-1.7
COc1ccc(NC(=O)c2cc(-c3cccs3)on2)cc1	-0.5	-0.1	2	7	-1.2	0.6	0.6	1	8	-16	0.5
OCc1csc(=Nc2ccccc2)n1-c1ccccc1	1.9	0.2	-4	0	-0.8	0.6	0.1	-2	4	9	3.7
Cc1ccc(NC(=O)NC2CC(=O)N(c3ccc4c(c3)OCCO4)C2)cc1C (stereo not given)	-1.7	-1.1	-6	-2	-0.8	-0.8	0.2	1	-10	4	1.9
CCC(C)(NC(=O)c1ccccc1)C(=O)O (stereo not given)	2.5	-0.4	2	-4	-1.5	-0.6	0.7	-2	23*	-3	2.0
CN1CCS/C1=C\C=C1/SC(=S)N(CC(=O)O)C1=O	-0.3	0.3	-7	-18	0.0	1.3	0.3	-4	-182	25*	-2.4
COc1ccc(OC)c(CN2CCN(C(=O)c3cc4ccccc4cc3O)CC2)c1	1.9	-1.6	-2	0	-1.4	1.1	2.3	-2	-53	-7	-1.9
O=C1c2cc(Cl)ccc2-c2c(O)cc(Cl)cc21	3.3	0.5	0	9	-0.3	-1.3	-2.2	-10	-15	-3	0.4
CCOC(=O)[C@]12CCC=C1N(CCC1=CCCCC1)C(=O)[C@H](CC(=O)NCCCN1CCCC1=O)C2	-0.5	-0.5	-3	2	0.0	nt	nt	2	-5	2	-1.1
Cc1ccc(-c2nn(-c3ccccc3)cc2C(=O)Nc2cccc(S(=O)(=O)NC3=NCCC3)c2)cc1	0.4	-1.2	5	1	-0.5	1.4	-0.6	-2	-23	16	3.5
C/C=C(\C)C(=O)NCCN1C2=NC[C@H](Cc3ccc(O)cc3)N2C[C@H]1Cc1ccc(O)cc1	-2.4	-0.5	3	-1	-0.7	-1.5	-0.4	1	-4	11	1.1
CCOC(=O)c1cc(C(C)(C)C)oc1CN	1.2	-0.3	11	-2	-1.5	0.3	-1.3	0	0	6	-1.7

Rows are unselected; overall some 6.6% were active at least once.
